IDE inh: human IDE inhibitors in live cells, primary screen, fluorescence polarization, HEK cells, FAbetaB substrate; inhibition, % at 5.59 µM; FAbetaB cleavage; hit rate 0.41% among 320,000; Insulin-degrading enzyme (Homo sapiens), P14735;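 active means percent inhibition above the average of all tested compounds plus 3 SD, set per screening campaign, cut at about 16% in these data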;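 further: IDE supplied by intact live HEK cells; FP after avidin binding of uncleaved biotin substrate so inhibition keeps polarization high; 0% = DMSO wells and 100% = 60 µM reference IDE inhibitor Ii1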
CHRM4 antagonist: human M4 muscarinic receptor antagonists, primary screen, CHO cells, Fluo-8 calcium fluorescence; hit rate 0.73% among 360,000; Muscarinic acetylcholine receptor M4 (Homo sapiens), P08173; inhibition, % at 3 µM; CHO-hM4 cells, ACh EC80;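 active means inhibition above its plate's cutoff, the mean inhibition of sample wells plus 3 SD, cut at about 27% in these data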;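 further: 0% = acetylcholine EC80 with DMSO and 100% = DMSO without agonist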
Target sequence (P08173 whole entry, looked up): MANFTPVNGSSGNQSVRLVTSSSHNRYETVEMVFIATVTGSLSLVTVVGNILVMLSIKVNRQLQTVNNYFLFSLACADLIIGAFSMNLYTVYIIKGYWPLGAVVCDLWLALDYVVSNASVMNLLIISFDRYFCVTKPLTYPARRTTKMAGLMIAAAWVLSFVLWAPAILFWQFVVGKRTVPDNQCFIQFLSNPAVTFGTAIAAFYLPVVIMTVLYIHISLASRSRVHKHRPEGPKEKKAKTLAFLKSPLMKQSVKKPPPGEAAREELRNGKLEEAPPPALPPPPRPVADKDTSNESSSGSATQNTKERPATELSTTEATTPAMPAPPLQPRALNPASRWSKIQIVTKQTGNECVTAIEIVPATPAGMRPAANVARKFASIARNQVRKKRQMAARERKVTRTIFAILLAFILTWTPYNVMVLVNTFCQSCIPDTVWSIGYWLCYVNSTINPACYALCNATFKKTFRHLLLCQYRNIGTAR
CHRM4 agonist: human M4 muscarinic receptor agonists, primary screen, CHO-K1 cells, Fluo-8 calcium fluorescence | Muscarinic acetylcholine receptor M4 (Homo sapiens), P08173 | CHO-K1 hM4/Gqi5; vehicle 0%, full acetylcholine response 100% | activation, % at 3 µM | hit rate 0.14% among 360,000 | AID 624127, 2012;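 active means activation above the run mean over all test wells plus 3 SD, cut at about 32% in these data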;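 further: peak over basal fluorescence ratio per well then scaled between controls; 0% = DMSO wells and 100% = acetylcholine at EC100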
CRFR2-BP ag: agonists of CRF-BP/CRF-R2 complex, primary screen, cell-based, HEK293, calcium dye fluorescence, uHTS; CRF-binding protein / CRF receptor 2 complex (human); calcium dye fluorescence (FLIPR); percent of saturating CRF peptide response; activation, % at 13.2 µM; hit rate 0.46% among 350,000;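 active means activation of at least 50%, plus an integration ratio under a set limit after plate pattern correction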;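 further: plate controls were neutral control wells without compound for no effect and CRF at EC100 for full effect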
CRFBP-R2 block: antagonists of CRF-BP/CRF-R2 complex, primary screen, cell-based, HEK293, calcium dye fluorescence, uHTS. CRF-induced calcium fluorescence. inhibition, % at 11.8 µM. hit rate 0.59% among 350,000. AID 588475, 2011;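 active means inhibition of the ligand-induced calcium signal above about 50% at the single tested concentration, limit read from the data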
CHRM5 PAM: human M5 muscarinic receptor positive allosteric modulators, primary screen, CHO-K1 cells, Fluo-8 calcium fluorescence. Muscarinic acetylcholine receptor M5 (Homo sapiens), P08912. CHO-K1 hM5, ACh EC20 PAM; 0% = ACh EC20, 100% = ACh EC100. activation, % at 3 µM. hit rate 0.3% among 360,000;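 active means activation above the run cutoff, the mean activation of all test compounds plus 3 SD, cut at about 18% in these data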
Target sequence (P08912 whole entry, looked up): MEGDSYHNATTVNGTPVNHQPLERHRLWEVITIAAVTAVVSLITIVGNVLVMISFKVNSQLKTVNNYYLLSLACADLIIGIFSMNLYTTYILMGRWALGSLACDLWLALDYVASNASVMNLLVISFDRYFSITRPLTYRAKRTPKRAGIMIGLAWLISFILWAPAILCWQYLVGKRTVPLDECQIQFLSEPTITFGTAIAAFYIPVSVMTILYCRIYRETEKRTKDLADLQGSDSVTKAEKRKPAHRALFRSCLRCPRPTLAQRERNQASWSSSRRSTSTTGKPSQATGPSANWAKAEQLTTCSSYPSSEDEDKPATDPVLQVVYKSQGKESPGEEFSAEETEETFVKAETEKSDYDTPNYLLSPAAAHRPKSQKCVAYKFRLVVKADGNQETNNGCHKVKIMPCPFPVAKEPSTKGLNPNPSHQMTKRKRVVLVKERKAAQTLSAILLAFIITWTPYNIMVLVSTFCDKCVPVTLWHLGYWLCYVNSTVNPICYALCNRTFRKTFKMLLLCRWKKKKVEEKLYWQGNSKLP
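System: CHO-K1 cell line with stable human muscarinic M5 receptor expression | Also added: EC20 acetylcholine as agonist stimulus | Compound: One concentration, 3 µM final (nominal) | Timing: Fluo-8 loading 80 min at 37 °C plus 30 min room temperature | Measured by: Fluo-8 calcium dye fluorescence, kinetic read | Read-out basis: % activation, ACh-normalized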
CHRM5 antagonist: human M5 muscarinic receptor antagonists, primary screen, CHO cells, Fluo-8 calcium fluorescence | Muscarinic acetylcholine receptor M5 (Homo sapiens), P08912 | hit rate 0.59% among 360,000 | CHO-hM5 cells, ACh EC80 | AID 624040, 2012 | inhibition, % at 3 µM;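 active means inhibition above a per-plate cutoff, the mean of that plate's test compounds plus 3 SD, cut at about 27% in these data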;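 further: 0% = acetylcholine EC80 with DMSO and 100% = DMSO without agonist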
M4 PAM: human M4 muscarinic receptor positive allosteric modulators, primary screen, CHO-K1 cells, Fluo-8 calcium fluorescence. CHO-K1 hM4/Gqi5, ACh EC20; 0% = ACh EC20, 100% = maximal ACh. hit rate 0.4% among 360,000. Muscarinic acetylcholine receptor M4 (Homo sapiens), P08173. activation, % at 3 µM;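 active means activation above its plate's cutoff, the mean activation of sample wells plus 3 SD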; further: some results filed as inactive read as strong as hits
CHRM5 agonist: human M5 muscarinic receptor agonists, primary screen, CHO-K1 cells, Fluo-8 calcium fluorescence. hit rate 0.19% among 360,000. activation, % at 3 µM. Muscarinic acetylcholine receptor M5 (Homo sapiens), P08912. AID 624037, 2012. CHO-K1 hM5 cells; 0% DMSO wells, 100% maximal acetylcholine response;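 active means activation above the run's mean over test compounds plus 3 SD, cut at about 23% in these data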;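 further: signal is peak over basal fluorescence ratio across the kinetic read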
* marks the source's active call; other numbers are inactive results; · = not tested or not shown.

SMILES	IDE inh	CHRM4 antagonist	CHRM4 agonist	CRFR2-BP ag	CRFBP-R2 block	CHRM5 PAM	CHRM5 antagonist	M4 PAM	CHRM5 agonist
COC(=O)c1cn(CC(=O)N2C(C)CCCC2C)c2ccccc12 (stereo unspecified)	-2	6	1	-1.9	0	3	-2	5	0
N#Cc1ccc(C(=O)NC2=NCCS2)cc1	0	-7	1	0.3	1	4	3	-2	-2
Cc1ccc(C)c(SCC(=O)N(C)CC(=O)Nc2ccc(N3CCOCC3)cc2)c1	2	0	3	-1.9	1	1	4	8	-1
COc1ccc(-c2nnn(Cc3ccccc3F)n2)cc1	1	5	-2	-3.9	38	-5	1	-1	-3
COC(=O)c1cc2sccc2n1CC(=O)N(C)c1ccccc1	1	7	1	0.8	-12	-3	2	-5	-2
Cc1ccc2c(COC(=O)c3ccc(NC(=O)CC#N)cc3)cc(=O)oc2c1C	8	4	1	-2.0	2	1	11	-1	-3
NC(=O)C1CCN(C(=O)CCc2nc3ccccc3c(=O)[nH]2)CC1	-1	9	1	0.8	4	-4	4	0	1
Cc1ccc(CNC(=O)c2ccc3c(c2)NC(=O)CS3)cc1	15	1	0	-0.8	4	1	-9	-3	-1
COc1ccc([N+](=O)[O-])cc1NC(=S)NC(NC(=O)C(c1ccccc1)c1ccccc1)C(Cl)(Cl)Cl (stereo unspecified)	0	27*	5	0.5	0	-10	18	-5	0
CCOc1ccc(C(=O)NCC(=O)OCCCOC(=O)CNC(=O)c2ccc(OCC)cc2)cc1	2	11	4	-1.4	5	-4	14	-5	1
O=C(NCCc1ccccc1)C1(c2ccccc2)CCCC1	3	8	-2	-1.0	5	-6	2	-1	-1
CCOC(=O)C1C(=O)OC(C)(C)C1C(C)C(=O)c1ccc(OC)cc1 (stereo unspecified)	-1	2	1	0.8	-3	5	-5	10	-2
CCCN(C(=O)c1cccc(-n2cccc2)c1)c1c(N)n(Cc2ccccc2)c(=O)[nH]c1=O	1	-7	0	0.5	5	-2	8	5	0
CCOC(=O)C(NC(=O)c1ccccc1)(N1CCCC1=O)C(F)(F)F (stereo unspecified)	0	1	0	2.5	12	-7	-2	-1	-9
CCCNC(=O)Cn1cnc2sc(C(=O)N3CCN(Cc4ccc5c(c4)OCO5)CC3)c(C)c2c1=O	1	-8	2	0.5	-4	1	0	0	-4
O=C(Cn1c(=O)sc2ccccc21)OC(CCl)CCl	-9	-4	1	-1.9	33	4	1	2	-12
O=C1CC2(CCN(C(=O)c3ccc(F)cc3)CC2)Oc2ccccc21	-5	1	2	0.4	-7	-1	1	-1	2
CCNc1nc(NC(C)C)nc(Nn2cnnc2)n1	4	-1	1	-1.5	23	1	3	3	1
CCN(Cc1nc2ccccc2c(=O)[nH]1)C(=O)c1ccc(C)c(NC(=O)c2ccco2)c1	0	-1	2	0.8	2	7	3	-8	2
COc1ccc(C2=NOC(C(=O)Nc3ccc4c(c3)OCO4)C2)cc1OC (stereo unspecified)	7	1	2	1.1	-5	12	-13	-2	2
COc1cc(NC(=O)COC(=O)CNS(=O)(=O)c2ccc(F)c(F)c2F)cc(OC)c1	-3	-3	5	-0.6	-20	1	-6	7	0
CC1N=C2c3ccccc3N=C(SCc3cc(=O)n4cc(Cl)ccc4n3)N2C1=O (stereo unspecified)	-3	4	4	-0.4	16	-11	-5	-9	-7
Cc1ccc(-c2cc[n+](Cc3ccccc3)cc2)cc1	3	-1	1	-0.9	19	0	11	-10	-15
CCN1C(=O)[C@@H]2[C@H](C1=O)[C@@H]1C(=O)Nc3ccccc3C(=O)N1[C@@H]2c1cccc(OC)c1	2	2	0	0.3	1	7	4	2	1
CCOc1ccccc1N(C)C(=O)Cn1ncc2c([nH]c3ccc(C)cc32)c1=O	1	-5	1	1.8	-23	12	-14	5	-2
Cc1ccc(S(=O)(=O)CCC(=O)OCC(=O)NCC(=O)Nc2c(C)cc(C)cc2C)cc1	1	2	0	-0.1	-1	0	-9	0	0
CCCCN(C(=O)CNC(=O)c1ccco1)C(C(=O)NC1CCCCC1)c1ccc(OC)cc1OC (stereo unspecified)	-1	5	0	-0.2	-49	1	2	-1	1
O=C(NCc1cccnc1)c1cc(Cl)ccc1[N+](=O)[O-]	4	-6	2	-1.6	16	-1	-2	5	-3
CC(=O)c1cccc(NC(=O)C(=O)c2cn(CC(=O)N3CCCCC3)c3ccccc23)c1	3	-7	1	-3.5	10	0	8	2	2
CCCCCn1c2c(c(=N)c3ccccc31)CCC2	6	1	0	-0.4	0	-1	12	-3	-5
CCOC(=O)c1cc(C(C)=O)n2ccccc12	-2	0	0	-0.4	-1	1	-2	2	2
CCOC(=O)c1c(-c2ccccc2)c2cc(OC)ccc2n1CCCN(C)C	1	-1	5	-0.7	-11	2	3	-2	-1
CCOC(=O)N/N=C(\C)c1ccc(Br)cc1	-1	2	0	0.5	-14	0	7	9	-1
O=C(CN1CCN(S(=O)(=O)c2cc(Br)ccc2Br)CC1)NCc1ccccc1Cl	·	-3	11	4.5	0	-11	1	-3	-4
Cc1cc(C(=O)Nc2ccc3[nH]ccc3c2)no1	1	4	1	-0.1	-15	7	-3	-5	5
COc1ccc(OC)c(S(=O)(=O)Nc2ccccc2C)c1	1	4	-1	-1.8	-9	-6	12	-3	0
COc1cc2nc(N3CCN(c4cc(C)ccc4C)CC3)nc(N)c2cc1OC	-2	-3	5	-2.0	-12	-9	5	-9	1
CCN(CC(=O)Nc1c(F)cccc1F)C(=O)c1ccc(OCC(=O)N2CCOCC2)c(OC)c1	·	-9	1	0.2	-9	1	1	6	5
CCCCOC(=O)C1=C(C)Nc2nnnn2C1c1ccc(OC)c(OC)c1OC (stereo unspecified)	6	11	-1	0.9	-5	-6	7	-9	-1
CCS(=O)(=O)c1ccc(-c2cccc(NC(=O)COc3ccccc3)c2)nn1	-2	-1	8	-0.4	-5	1	-6	-3	-3
CC(C)NC(=O)c1cc(-c2ccco2)on1	3	-8	0	3.3	-23	-2	-9	5	-1
O=C(NCC[C@@H]1C[C@@H]2C=C[C@H]1C2)c1cc(COc2ccc(F)cc2F)on1	-1	14	7	2.4	-5	-7	21	-17	-1
COc1ccccc1N1CC(C)C(=O)NC1=S (stereo unspecified)	-6	3	1	-2.6	38	1	-4	3	1
O=C(NCc1ccccc1)c1c[nH]c2ccc(F)cc2c1=O	0	-9	3	0.0	-4	-5	0	1	1
CC(C)(C)C(=O)N1CCN(c2ccc([N+](=O)[O-])c(NCC3CCCO3)c2)CC1 (stereo unspecified)	-1	8	2	-1.2	6	0	-5	5	6
O=C(COC(=O)c1ccccc1Br)NCCN1C(=O)CSC1=O	1	2	1	-1.8	18	6	0	1	-2
Cc1nnc(SCC(=O)N(C)c2c(N)n(Cc3ccccc3)c(=O)[nH]c2=O)n1Cc1ccccc1	9	-2	1	1.6	81*	8	6	7	-2
CCCCN(C(=O)c1ccccc1Br)C(c1ccc(OC)cc1)c1nc2ccccc2[nH]1 (stereo unspecified)	·	2	6	·	·	-6	10	-7	-3
CNC(=S)Nc1ccc(C23CC4CC(CC(C4)C2)C3)cc1	-6	-7	3	0.6	-88	0	8	-1	2
CCOc1ccc(S(=O)(=O)N2CCN(C(=O)c3ccc(Cl)c(S(=O)(=O)N4CCOCC4)c3)CC2)cc1	·	1	1	-0.7	8	0	0	6	1

Compound profiles, as listed above. Values in the order: IDE inh | CHRM4 antagonist | CHRM4 agonist | CRFR2-BP ag | CRFBP-R2 block | CHRM5 PAM | CHRM5 antagonist | M4 PAM | CHRM5 agonist
Results for O=C(NCC[C@@H]1C[C@@H]2C=C[C@H]1C2)c1cc(COc2ccc(F)cc2F)on1 : -1 | 14 | 7 | 2.4 | -5 | -7 | 21 | -17 | -1
Results for CCOc1ccc(S(=O)(=O)N2CCN(C(=O)c3ccc(Cl)c(S(=O)(=O)N4CCOCC4)c3)CC2)cc1 : · | 1 | 1 | -0.7 | 8 | 0 | 0 | 6 | 1
Results for O=C(NCc1ccccc1)c1c[nH]c2ccc(F)cc2c1=O : 0 | -9 | 3 | 0.0 | -4 | -5 | 0 | 1 | 1
Results for CC(C)NC(=O)c1cc(-c2ccco2)on1 : 3 | -8 | 0 | 3.3 | -23 | -2 | -9 | 5 | -1

Additional compounds
SMILES	IDE inh	CHRM4 antagonist	CHRM4 agonist	CRFR2-BP ag	CRFBP-R2 block	CHRM5 PAM	CHRM5 antagonist	M4 PAM	CHRM5 agonist
Cc1ccc(S(=O)(=O)Nc2nc(-c3ccc(F)cc3)cs2)cc1	3	-11	-1	-0.4	32	-3	-10	11	-5
CCOC(=O)c1c(C)oc(=O)c(CC)c1O	·	-2	0	-0.2	-15	0	-3	7	0
CC1(Oc2ccccc2)CCN(Cc2csc3ccccc23)C1 (stereo unspecified)	·	25	0	·	·	-5	11	-8	-2
Cc1ccc(NC(=S)NC2CCN(Cc3ccccc3)CC2)c(C)c1	-2	-2	2	3.5	-13	5	-7	4	-3
COc1cc(Cl)c(NS(=O)(=O)c2c(C(=O)N3CCCC3)c(C)n(C)c2C)c(OC)c1	-2	2	1	-0.8	7	0	2	6	-4
CN1CCC(=O)N([C@H](CN=[N+]=[N-])c2ccccc2)CC1	3	-1	3	-1.2	8	4	12	-8	-10
Cc1[nH]c2ccccc2c(=O)c1C(=O)/C=C/c1ccccc1	6	5	6	-1.3	-7	-3	13	3	0
COc1ccccc1-c1ccc2c(c1)C(C)(Cc1cc(Cl)ccc1C(F)(F)F)C(=O)N2 (stereo unspecified)	·	-11	1	·	·	-10	-1	-2	-2
O=C(CSc1cccc(C(F)(F)F)c1)Nc1ccc(Cl)cc1Cl	2	-17	-3	0.8	-11	-7	-1	-3	-3
CCS(=O)(=O)N1CCCC(C(=O)NCCc2ccc(C)cc2)C1 (stereo unspecified)	5	6	0	-2.2	5	-6	4	-2	-4
COCCNCCCCOc1ccccc1-c1ccccc1	6	7	2	-4.9	-12	0	3	-4	-5
COc1ccc(OS(=O)(=O)Cc2ccccc2)cc1	0	-5	8	-0.5	10	-6	-2	-6	-4
CCn1cc(C(=O)N(C)c2cc(C)ccc2OC)c2cc(OC)c(OC)cc2c1=O	0	-10	3	-2.5	-5	0	6	2	-2
O=C(NC(=S)N1CCOCC1)c1ccc([N+](=O)[O-])cc1	1	15	0	0.7	9	-3	4	6	-1
O=C(C[C@@H]1C/C=C\CC[C@@H](Cc2ccc(F)cc2)C(=O)OC[C@@H](Cc2ccccc2)NC1=O)NCCO	8	-16	2	-0.3	-6	9	5	5	1
CCc1ccc(NC(=S)N2CCCC(C(F)(F)F)C2)cc1 (stereo unspecified)	4	7	0	-0.5	-3	2	7	-1	-1
Cc1cccc(C)c1NC(=S)N(CCCN1CCOCC1)Cc1cccnc1	-5	4	1	-0.8	8	4	4	0	1
COc1ccc(NC(=O)CNC(=O)Cc2cccc3ccccc23)c(OC)c1	-4	-6	7	-1.8	6	-4	0	-3	4

Bioassay records as filed in PubChem BioAssay.
